# Bioassay records deposited in PubChem BioAssay by National Center for Advancing Translational Sciences (NCATS).
# ALOX12 inh – ALOX12 (human) lipoxygenase inhibition. 580,000 tested, 1.1% active. AID 1671190. P18054. Potency, µM (series often up to 108 µM), for the others: at the highest dose activity change, negative = inhibition, hits mostly inhibitors. purified 12hLO, xylenol orange hydroperoxide absorbance; note: % is set by controls: 0 for no effect and ±100 for the full control effect
# Target sequence (P18054 whole entry, looked up): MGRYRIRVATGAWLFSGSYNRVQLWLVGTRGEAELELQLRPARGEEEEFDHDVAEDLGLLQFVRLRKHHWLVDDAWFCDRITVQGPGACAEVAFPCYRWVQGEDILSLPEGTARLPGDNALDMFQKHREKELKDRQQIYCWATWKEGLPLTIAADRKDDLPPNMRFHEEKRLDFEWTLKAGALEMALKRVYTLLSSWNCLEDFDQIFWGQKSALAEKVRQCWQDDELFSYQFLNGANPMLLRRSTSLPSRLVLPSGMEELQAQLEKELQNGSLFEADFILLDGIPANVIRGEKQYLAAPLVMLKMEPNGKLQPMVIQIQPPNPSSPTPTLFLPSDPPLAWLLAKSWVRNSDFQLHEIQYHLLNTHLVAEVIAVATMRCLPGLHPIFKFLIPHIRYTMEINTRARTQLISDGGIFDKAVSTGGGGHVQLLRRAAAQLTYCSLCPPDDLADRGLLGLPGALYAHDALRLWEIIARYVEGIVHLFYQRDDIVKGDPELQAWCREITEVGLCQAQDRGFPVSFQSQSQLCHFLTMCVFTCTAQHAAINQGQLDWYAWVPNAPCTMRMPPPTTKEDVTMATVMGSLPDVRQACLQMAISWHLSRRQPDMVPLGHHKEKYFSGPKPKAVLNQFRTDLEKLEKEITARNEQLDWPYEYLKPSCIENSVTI
#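 Hydroperoxide product was detected by ferrous iron/xylenol orange as the 573 to 405 nm absorbance ratio. Arachidonic acid at 40 uM (final) was turned over for 30 min at room temperature by 150 nM human 12hLO, pH 7.0 Hepes buffer, after 15 min compound preincubation.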
# JMJD2A Tudor – blocks the human JMJD2A Tudor domain; AID 504339; AlphaScreen JMJD2A-Tudor / H3K4me3 peptide binding; Potency, µM (titrated, usually from 114 µM), inactives show at the highest dose activity change, negative = inhibition, actives largely listed as inhibitors; O75164; 390,000 tested, 4.4% active; note: % is set by controls: 0 for no effect and ±100 for the full control effect; nearly all actives have a fitted effect of over 50% in size
# TrxR1 inh – blocks rat thioredoxin reductase 1 | O89049 | Potency, µM (doses to about 114 µM), for inactives: top-dose activity change, negative = inhibition, most hits filed as inhibitors | 390,000 tested, 1% active | recombinant rTrxR1, NADPH fluorescence consumption, selenite substrate | AID 588453; note: % is set by controls: 0 for no effect and ±100 for the full control effect; nearly all actives have a fitted effect of over 65% in size
#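 Rat TrxR1 (90 nM in the dispensed reagent) was pre-reduced with 400 uM NADPH for 5 min at room temperature, then incubated with compound for 15 min. After 400 uM selenite was added, NADPH fluorescence (Ex 340/Em 450 nm) was followed for 8 min.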
# Pin1 inh – inhibitors of human Pin1. Pin1 FP peptide displacement, HiFluor488, 10 min. 390,000 tested, 0.009% active. Potency, µM (top dose mostly 115 µM), for the others: top-dose activity, negative = inhibition, usual class: inhibitors; active = well fitted inhibition curve with a large enough effect in the polarisation, with a control signal flat, not every such curve was filed as active; inconclusive = small, poorly fitted or top-dose-only effect, or effect the other way, or a change in a side signal; inactive = no such curve, though single readings can be large or run the other way; the % refers to the polarisation; note: % is set by controls: 0 for no effect and ±100 for the full control effect
# Target sequence (Q13526 whole entry, looked up): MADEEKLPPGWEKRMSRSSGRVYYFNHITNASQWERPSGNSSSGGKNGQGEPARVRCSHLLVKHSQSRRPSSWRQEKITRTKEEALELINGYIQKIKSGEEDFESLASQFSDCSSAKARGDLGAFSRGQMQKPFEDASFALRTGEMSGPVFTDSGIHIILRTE
# ERG Ets-DNA blk – ERG Ets/DNA interaction inhibition | AID 624246 | fluorescence polarization, His-ERG Ets domain / labelled DNA | Potency, µM (series often up to 76.9 µM), without a hit: at the highest dose FP activity, negative = inhibition, actives largely listed as inhibitors | 370,000 tested, 0.028% active; active = well fitted inhibition curve with a large enough effect in the polarisation, with a control signal flat; inconclusive = small, poorly fitted or top-dose-only effect, or effect the other way, or a change in a side signal; inactive = no such curve, though single readings can be large or run the other way; the % refers to the polarisation;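 note: polarization taken with two DNA probes labelled with fluorescein and Texas red; % of control where 0% means no effect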
#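 His-tagged ERG Ets domain (1 uM in the protein solution; 300mM KCl, 50mM Tris-HCl, 1mM EDTA, 1mM DTT, pH 7.5) received compound, then a probe mix of 5 nM fluorescein-DNA and 100nM Texas-615-DNA. Fluorescence polarization was read for both dyes.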
# GLS inh – blocks human kidney-isoform glutaminase activity | O94925 | GLS enzymatic activity, qHTS titration | Potency, µM (titrated, usually from 45.5 µM), without a hit: top-dose activity change, negative = inhibition, actives largely listed as inhibitors | 410,000 tested, 0.21% active; note: % is set by controls: 0 for no effect and ±100 for the full control effect
#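 Glutamate formation by hKGA was monitored fluorometrically using coupled glutamate oxidase, HRP and Amplex Red. Substrate was added as 1 mM L-glutamine solution; incubation was 30 min at RT after an initial read.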
# HP1b chromo inh – inhibitors of HP1-beta chromodomain binding to methylated histone tails. Potency, µM (doses to about 114 µM), inactives show at the top dose activity change, negative = inhibition, usual class: inhibitors. P83916. 390,000 tested, 0.56% active. AlphaScreen HP1-beta / biotin-H3K9me3 peptide binding; note: nearly all actives have a fitted effect of over 70% in size; inactives centre near 23
# Target sequence (P83916 whole entry, looked up): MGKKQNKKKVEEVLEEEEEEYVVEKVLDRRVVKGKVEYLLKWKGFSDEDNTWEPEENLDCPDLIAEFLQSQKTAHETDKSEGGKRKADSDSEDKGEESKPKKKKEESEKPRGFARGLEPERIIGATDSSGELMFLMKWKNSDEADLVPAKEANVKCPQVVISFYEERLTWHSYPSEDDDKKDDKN
#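 AlphaScreen: HP1-beta (50 nM) preformed 30 min with biotin-H3(1-18)K9me3 peptide (50 nM) in PBS pH 7.4, 0.01% Tween-20. Compound added for 30 min at RT, then streptavidin donor/nickel chelate acceptor beads (10 ug/mL) for 30 min.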
# PGK inhibitor – T. brucei PGK inhibition. P07378. 380,000 tested, 0.043% active. Potency, µM (titrated, usually from 57.5 µM), inactives show at the highest dose activity change, negative = inhibition, actives largely listed as inhibitors. PGK/GAPDH coupled, Kinase-Glo luminescence, 60 min; note: % is set by controls: 0 for no effect and ±100 for the full control effect; nearly all actives have a fitted effect of over 60% in size
#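 Recombinant glycosomal PGK reaction used 1,3-bisphosphoglycerate generated in-well by GAPDH (100nM final) in 100mM TEA pH 7.6, 5mM MgCl2, 0.01% Tween-20. After 60 minutes at room temperature, ATP was read by Kinase-Glo Plus luminescence end-point.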
# RGS4 inh – blocks human RGS4-accelerated GTP hydrolysis. Transcreener GDP fluorescence polarization, RGS4-accelerated GTP hydrolysis. P49798. 390,000 tested, 0.039% active. Potency, µM (doses to about 114 µM), inactives show at the highest dose activity change, negative = inhibition, usual class: inhibitors. AID 504845; note: % is set by controls: 0 for no effect and ±100 for the full control effect; nearly all actives have a fitted effect of over 75% in size; some results filed as inactive show a strong effect at the top dose
#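 MLSMR compounds (23 nl, pin-transferred) preincubated 10 min at room temperature with a 500nM (2x) first reagent, then RGS4 at 900nM (2x) plus Transcreener GDP mix added; fluorescence polarization (620/688 nm) read before and after 90 min at 30 °C.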
# An asterisk follows results filed as active; i = inactive; ? = inconclusive; · = no result given; & = joins results of further samples; [ ] = another dose, or the depositor's remark. Unless noted, calls come from the whole dose curve; as a rule, active = well fitted curve in the direction sought with a large enough effect; inconclusive = small, poorly fitted or top-dose-only effect, or another doubt; inactive = no such curve, though single readings can be large; an effect the other way counts as inactive or inconclusive. Potency is the fitted concentration of half-maximal effect. The list is partial, so the mix of outcomes need not match the whole.
entry	ALOX12 inh	JMJD2A Tudor	TrxR1 inh	Pin1 inh	ERG Ets-DNA blk	GLS inh	HP1b chromo inh	SMILES	PGK inhibitor	RGS4 inh
1	3%	-8%	23%	-9%	?	-1%	8%	CC(C(=O)Nc1ccc(Cl)cc1)c1ncc(C(F)(F)F)cc1Cl (stereo unspecified)	-1%	-24%
2	-10%	-5%	-7%	-1%	-19%	2%	27%	COCC(=O)N1CCC(Oc2ccc(C(=O)N(C)Cc3nccs3)cc2)CC1	-1%	-8%
3	-16%	-3%	6%	3%	3%	1%	12%	Cc1cccc(NC(=O)CC2S/C(=N/c3nccs3)N(C)C2=O)c1 (stereo unspecified)	4%	-14%
4	-14%	-14%	-10%[57.1 µM]	1%	-2%	9%	25%	O=C(N/N=C/c1cccnc1)c1cccc(NC(=O)c2ccccc2Cl)c1	0%	-14%
5	454%[activator]	-12%	-6%	2%	1%	3%	36%	Cc1ccc(C)c(NC(=O)CSc2nnc(-c3ccco3)o2)c1	-5%	2%
6	2%[57.4 µM]	?	-33%	-4%	·	11%	3%	CN1CCc2c(sc3c2C(=O)NC(/C=C/c2ccco2)N3)C1 (stereo unspecified)	·	-14%
7	?	-4%	13%[2.29 µM]	-8%	2%	1%	29%[57 µM]	COc1cc2c(O)cc(C(=O)O)c(-c3cc(OC)c(OC)c(OC)c3)c2cc1OC	-8%	-1%
8	-26%	-23%	10%	-4%	2%	-3%	5%	CCC(CC)C(=O)c1c[nH]c(C(=O)NCc2ccco2)c1	3%	2%
9	10%	-23%	12%	4%	-6%	2%	1%	CC(C)c1ccc(NC2CCCN(C(=O)c3cnsn3)C2)cc1 (stereo unspecified)	5%	-4%
10	-27%	-30%	19%	-1%	-1%	0%	15%	COC(=O)c1ccsc1NC(=O)CN1CCN(Cc2ccc3c(c2)OCO3)CC1	-1%	-23%
11	?	7.9µM*	0%	-13%	-3%	10%	?	COc1cccc(C(=O)N2CCN(Cc3cc(Br)ccc3OC)CC2)c1	-7%	?
12	-26%	?	-8%	7%	-4%	4%	0%	Cc1cccc(Nc2ccc([N+](=O)[O-])cc2C(=O)O)c1	4%	7%
13	0%	2%	2%	-5%	10%	3%	46%[activator]	CCc1cc(CNC(=O)c2ccc(OC3CCN(C(C)=O)CC3)c(OC)c2)on1	-5%	5%
14	13%	-15%	14%	-1%	3%	3%	-3%	Cc1csc(NC(=O)CCC(=O)N(CC(=O)NC2CCCCC2)c2ccccc2)n1	i	26%
15	20%	2%	?	6%	7%	-5%	35%	COc1cc(/C=N/N(C)C2=NS(=O)(=O)c3ccccc32)cc(OC)c1OC	i	-5%
16	257%&-24%[activator]	-17%&-5%	-6%&23%	?	-1%&6%	11%&-5%	24%&36%	COc1ccc2c(C=Nc3c(C)n(C)n(-c4ccccc4)c3=O)c(O)n(Cc3ccco3)c(=O)c2c1	-10%&-3%	-1%&-1%
17	-14%	16%	5%	15%	8%	3%	58%[activator]	O=C(COc1ccccc1F)Nc1ccc2nc(SCc3ccccc3)sc2c1	i	-12%
18	?	3%	-16%	2%	·	1%	36%	CC(OC(=O)c1cc(=O)[nH]c2ccccc12)C(=O)Nc1ccccc1F (stereo unspecified)	i	-11%
19	?	-32%[57.1 µM]	17%[57.1 µM]	-2%	8%	0%	2%	CCOc1cc(NC(=S)NC)c(OCC)cc1NC(=O)c1ccc(OC)cc1	-1%	-6%
20	-3%	-8%	-6%	1%	-1%	4%	25%	COc1cc(/C=C/C(=O)Oc2coc(CSc3ncccn3)cc2=O)cc(OC)c1OC	0%	23%
21	2%	-8%[11.4 µM]	22%[57.1 µM]	-3%	7%	17%	20%	O=C(N/N=C/c1coc2ccccc2c1=O)c1cccc([N+](=O)[O-])c1	-5%	?
22	0%	8%[11.4 µM]	37%[57.1 µM]	1%	8%	2%	52%[activator]	CS(=O)(=O)N(CC(=O)NC1CCCCC1)Cc1ccc(F)cc1	-1%	-15%
23	?	?	-49%	-3%	1%	17%	-16%	Cc1ccc(C)c(N2CCN(C(=O)CSc3ccsc3[N+](=O)[O-])CC2)c1	-13%	-34%
24	7%	22%[11.4 µM]	9%[57.1 µM]	0%	-4%	-15%	58%[activator]	C=CCOc1ccc(Cl)cc1C(=O)O	1%	13%[11.4 µM]
25	?	?	?	-6%	-16%	0%	26%	Cc1ccc(C)c(-c2nnc(NC(=O)c3ccc([N+](=O)[O-])o3)o2)c1	0%	-12%
26	6%	-13%	-10%	3%	-3%	1%	16%	CCc1cccc2c(C(=O)CSc3nnc(-c4ccoc4C)n3C)c[nH]c12	i	-1%
27	-26%	-19%	-15%	5%	21%	-9%	25%	CCOc1ccc(CN2CCNC(=O)C2CC(=O)NCCCC2CCCC2)cc1 (stereo unspecified)	-7%	-14%
28	-2%	0%	8%	0%	9%	·	33%	Nc1cc(=O)[nH]c(SCC(=O)Nc2cccc(Cl)c2)n1	i	-1%
29	-8%	56µM*	8%	-1%	5%	-2%	?	Cc1cccc2nc(-c3ccco3)c(Nc3ccc4c(c3)OCCO4)n12	i	8%
30	-17%	-33%	17%[57.1 µM]	-8%	3%	-10%	-8%	CCOC(=O)c1cc(-c2ccc(F)cc2)n(CCC(=O)NCc2ccc(C)cc2)c1C	-3%	-8%

# Only HP1b chromo inh, for 4 of the compounds above:
No.	Molecule	HP1b chromo inh
24	C=CCOc1ccc(Cl)cc1C(=O)O	58%[activator]
25	Cc1ccc(C)c(-c2nnc(NC(=O)c3ccc([N+](=O)[O-])o3)o2)c1	26%
26	CCc1cccc2c(C(=O)CSc3nnc(-c4ccoc4C)n3C)c[nH]c12	16%
27	CCOc1ccc(CN2CCNC(=O)C2CC(=O)NCCCC2CCCC2)cc1 (stereo unspecified)	25%

# (next part)
entry	ALOX12 inh	JMJD2A Tudor	TrxR1 inh	Pin1 inh	ERG Ets-DNA blk	GLS inh	HP1b chromo inh	SMILES	PGK inhibitor	RGS4 inh
31	-17%	-17%	-11%	-1%	-6%	9%	18%	CC(NC(=O)COC(=O)Cn1cnc2ccccc2c1=O)C1CC2CCC1C2 (stereo unspecified)	-3%	-20%
32	13%	-25%	14%[57.1 µM]	-3%	-16%	100%[activator]	25%	Cc1ccccc1NC(=O)COC(=O)c1ccc(CSc2ccc(Cl)cc2)cc1	-6%	-6%
33	-5%	-24%	4%	4%	11%	-10%	30%	Cc1ccc2c(c1)COc1c3ccc(C(=O)N4CCCCC4)cc3nn1-2	-10%	-10%
34	-17%	-10%	-24%	-2%	1%	-6%	23%	Cc1cc(Cl)ccc1NC(=S)NCc1ccc(S(N)(=O)=O)cc1	-9%	-18%
35	-2%	-7%	10%[57.1 µM]	1%	0%	-6%	24%	Cc1ccc(C2(C)NC(=O)N(CC(=O)N3CCc4ccccc43)C2=O)cc1 (stereo unspecified)	-1%	-31%
36	-2%	-17%	5%[57.1 µM]	1%	2%	1%	4%	Cn1nc(C(F)(F)F)c(-c2ccc(Br)cc2)c1NC(=O)Nc1ccc(F)cc1F	-4%	4%
37	-1%	?	28%	-16%	6%	-1%	21%	Cc1ccc(NC(=O)CCC(=O)OCC(F)(F)C(F)F)cc1	0%	18%
38	-7%	-31%	5%	6%	7%	0%	-13%	O=S(=O)(c1ccc(Cl)c(NC(=S)N/N=C/c2c(F)cccc2F)c1)N1CCOCC1	1%	2%
39	-2%	?	-20%	9%	-5%	7%	-24%	Cc1cc(C(=O)CSc2nc3ccc(Cl)cc3[nH]2)c(C)n1CC1CCCO1 (stereo unspecified)	i	-36%
40	0%	-8%	-2%	-2%	-3%	-8%	8%	CC(C)C(C(=O)NCc1ccco1)N(C(=O)CNS(=O)(=O)c1ccccc1)C1CCCC1 (stereo unspecified)	-6%	-1%
41	15%	-26%	-2%	0%	-8%	21%	26%	Cc1c(CN2CCC(n3nccc3NC(=O)C3CC3)CC2)[nH]c2ccccc12	-5%	12%
42	?	-17%	5%	5%	-6%	0%	32%	CCOC(=O)c1oc2ccccc2c1COC(=O)CNC(=O)c1ccccc1OC	-8%	-2%
43	1%	-11%	-3%	-7%	-9%	-2%	31%	CCOC(=O)C(=CNc1ccc(Oc2cccnc2)nc1)C(=O)OCC	0%	1%

# Three of these compounds, reformatted.
(38) O=S(=O)(c1ccc(Cl)c(NC(=S)N/N=C/c2c(F)cccc2F)c1)N1CCOCC1
(39) Cc1cc(C(=O)CSc2nc3ccc(Cl)cc3[nH]2)c(C)n1CC1CCCO1 (stereo unspecified)
(42) CCOC(=O)c1oc2ccccc2c1COC(=O)CNC(=O)c1ccccc1OC

screen / no.,38,39,42
ALOX12 inh,-7%,-2%,?
JMJD2A Tudor,-31%,?,-17%
TrxR1 inh,5%,-20%,5%
Pin1 inh,6%,9%,5%
ERG Ets-DNA blk,7%,-5%,-6%
GLS inh,0%,7%,0%
HP1b chromo inh,-13%,-24%,32%
PGK inhibitor,1%,i,-8%
RGS4 inh,2%,-36%,-2%
